Screening results as filed in PubChem BioAssay.
S1P3 antagonist: S1P3 receptor antagonists, primary screen, cell-based; inhibition, % at 4.98 µM; CHO S1P3 NFAT-BLA reporter, FRET fluorescence, antagonist mode; AID 485, 2006; 170,000 tested, 0.27% active;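 active = inhibition above the plate cutoff, the mean inhibition of test wells on that plate plus 3 SD, cut at about 28% in these data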;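 also: cells challenged with S1P at its EC80 of 0.8 µM; blue over green emission ratio from cleaved BLA substrate after 4 h stimulation; 0% = S1P-stimulated wells and 100% = unstimulated DMSO-only wells; some compounds past the cut are filed as inactive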
Target sequence (Q99500 whole entry, looked up): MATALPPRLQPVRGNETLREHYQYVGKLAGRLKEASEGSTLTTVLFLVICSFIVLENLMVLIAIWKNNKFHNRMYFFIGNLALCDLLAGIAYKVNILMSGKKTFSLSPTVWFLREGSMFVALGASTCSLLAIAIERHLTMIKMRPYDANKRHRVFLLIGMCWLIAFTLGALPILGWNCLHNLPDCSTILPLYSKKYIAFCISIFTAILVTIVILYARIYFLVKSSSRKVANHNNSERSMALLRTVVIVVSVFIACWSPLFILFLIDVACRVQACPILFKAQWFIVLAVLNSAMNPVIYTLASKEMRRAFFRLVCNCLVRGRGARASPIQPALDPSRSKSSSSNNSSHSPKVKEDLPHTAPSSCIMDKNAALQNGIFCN
PPARg SRC-1 ag: PPARgamma agonists recruiting SRC-1 coactivator, primary screen, biochemical. Peroxisome proliferator-activated receptor gamma (Homo sapiens), P37231. PPARgamma-SRC-1 coactivator recruitment biochemical assay. activation, % at 8 µM. 200,000 tested, 0.41% active; in the data active = activation above about 19%;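 also: 0% = DMSO and 100% = reference agonist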
PPARg SRC2 recr: agonists of PPARg-SRC-2 recruitment, primary screen, biochemical, HTS. PPARgamma LBD-SRC-2 recruitment. activation, % at 8 µM. 200,000 tested, 0.34% active. Peroxisome proliferator-activated receptor gamma (Homo sapiens), P37231; in the data active = activation above about 22%;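 also: 0% = vehicle and 100% = reference agonist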
STAT3 act: IL-6 driven STAT3 reporter potentiators, primary screen, U3A cells, luciferase, luminescence, MLSCN library; AID 871, 2007; 190,000 tested, 0.91% active; IL-6 STAT3-luciferase reporter; 100% = signal with IL-6 EC80 alone; activation (% of control), % at 5.6 µM;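 active = activation above the screen-wide mean of compound activation plus 3 SD, cut at about 130% in these data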;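 also: 0% = background luminescence of wells with medium and substrate only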
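Material: human U3A cells carrying STAT3-luciferase construct. Measured by: reporter luminescence signal. Timing: compound 1 h, then IL-6 6 h at 37 °C.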
STAT1 inh: STAT1 signaling inhibitors, primary screen, cell-based, HTS, luciferase reporter | inhibition, % at 5.5 µM | AID 920, 2007 | 200,000 tested, 0.35% active | NIH 3T3 STAT1-luciferase reporter, IFN-gamma, luminescence;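 active = inhibition above a set limit, the mean inhibition across all tested compounds plus 3 SD, cut at about 34% in these data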;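 also: 0% = IFN-gamma with DMSO and 100% = IFN-gamma with 300 µM nifuroxazide; values of inactives mirror those of a sister screen read the other way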
STAT3 inh: IL-6 driven STAT3 reporter inhibitors, primary screen, U3A cells, luciferase, luminescence, MLSCN library. IL-6 STAT3-luciferase reporter; host cell line lacks STAT1. 190,000 tested, 0.89% active. inhibition, % at 5.5 µM. AID 862, 2007;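 active = inhibition above the mean inhibition across all screened compounds plus 3 SD, cut at about 44% in these data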;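 also: 0% = DMSO only wells and 100% = 100 µM nifuroxazide control wells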
PPARg SRC-3 ag: PPARgamma agonists recruiting SRC-3 coactivator, primary screen, biochemical | activation, % at 8 µM | 200,000 tested, 0.26% active | AID 731, 2007 | biochemical PPARgamma/SRC-3 coactivator recruitment assay | Peroxisome proliferator-activated receptor gamma (Homo sapiens), P37231; in the data active = activation above about 23%;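 also: 0% = DMSO and 100% = reference agonist; some compounds past the cut are filed as inactive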
TLR4 MyD88 comp: inhibitors of TLR4-MyD88 association in cells, primary screen, cell-based, HeLa CL3-4, BLA complementation, FRET ratio; 200,000 tested, 0.18% active; inhibition, % at 8.4 µM; HeLa CL3-4 TLR4/MyD88 BLA complementation; AID 861, 2007; in the data active = inhibition above about 25%;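 also: 0% = vehicle and 100% = reference inhibitor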
SRC2 TRFRET art: TR-FRET signal artefacts, primary screen, artefact control for PPARgamma SRC-2 agonist project, biochemical; TR-FRET ratio at 8 µM; TR-FRET artefact counter-screen; active compounds read high; 200,000 tested, 0.4% active; in the data active = TR-FRET ratio above about 2000; also: inactives centre near 1500
ROMK mod: ROMK potassium channel modulators, primary screen, cell-based, thallium flux, MLSMR library; ATP-sensitive inward rectifier potassium channel 1 (Homo sapiens), P48048; B-score at 10 µM; 130,000 tested, 2% active; AID 1918, 2009; Tet-inducible ROMK, thallium flux fluorescence; actives lie on both sides;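 active = signal ratio slope over the read window, or its plate-corrected B-score, at least 3 SD from the plate mean, either direction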;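 also: B-score of the F/F0 ratio slope over 7 to 12 s after thallium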
Target sequence (P48048 whole entry, looked up): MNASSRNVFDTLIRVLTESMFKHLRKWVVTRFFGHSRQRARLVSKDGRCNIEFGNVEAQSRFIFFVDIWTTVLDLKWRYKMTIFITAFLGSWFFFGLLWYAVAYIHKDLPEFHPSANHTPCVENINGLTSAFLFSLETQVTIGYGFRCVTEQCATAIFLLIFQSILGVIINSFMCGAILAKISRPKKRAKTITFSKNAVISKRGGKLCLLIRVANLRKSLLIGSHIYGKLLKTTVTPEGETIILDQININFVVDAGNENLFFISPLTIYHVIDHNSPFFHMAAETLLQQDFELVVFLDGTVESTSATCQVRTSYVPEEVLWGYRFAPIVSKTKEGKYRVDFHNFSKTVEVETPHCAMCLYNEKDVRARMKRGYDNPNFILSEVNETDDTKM
RAM inhibit: inhibitors of the yeast RAM network, primary screen, dse1pr::URA3 reporter, 5-FOA selection; S. cerevisiae dse1pr::URA3 reporter, 5-FOA growth OD615, 2 d; analog-sensitive cbk1-as2 kinase mutant strain; 190,000 tested, 1.8% active; inhibition, % at 50 µM;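 active = inhibition above a set limit, 3 SD over mean compound inhibition, cut at about 8.4% in these data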;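 also: 0% = DMSO-only wells with no growth and 100% = 10 µM 1-NA-PP1 full growth; inhibition rescues growth on 5-FOA so higher OD means more RAM inhibition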
Numbers without * were called inactive; x = not tested or not shown.

SMILES	S1P3 antagonist	PPARg SRC-1 ag	PPARg SRC2 recr	STAT3 act	STAT1 inh	STAT3 inh	PPARg SRC-3 ag	TLR4 MyD88 comp	SRC2 TRFRET art	ROMK mod	RAM inhibit
COc1ccc(Nc2nc(NCc3ccco3)nc(N/N=C/c3ccc(O)cc3)n2)cc1	1	9	-1	97	3	1	-2	-9	1674	-0.55	7.5
CCc1nn2c(N(C)CCO)cc(C)nc2c1-c1ccc(F)cc1	0	5	3	103	2	-1	3	9	1569	-0.97	4.8
O=C(/C=C/c1cccc([N+](=O)[O-])c1)NCc1ccccc1	5	5	2	97	0	5	-5	6	1501	-0.07	2.4
Cc1ccc(-c2nnc(Nc3ccc4c(c3)OCO4)c3ccccc23)cc1S(=O)(=O)NC(C)C	-22	-1	-6	117	-8	-15	-5	-4	1429	1.5	-0.4
Cn1c(Oc2ccccc2)c(C=O)c2ccccc21	x	1	6	114	3	-6	4	-9	1687	x	1.1
Cc1ccc(N(CC(=O)NC2CC3CCC2C3)S(C)(=O)=O)cc1C (stereo not drawn)	x	2	7	100	-4	4	-3	-3	1613	x	2.1
CC[C@H](C)[C@H](NC(=O)c1ccc(Cl)cc1)C(=O)OCC(=O)c1ccc2c(c1)NC(=O)CO2	x	5	4	102	3	-1	2	12	1687	0.73	2.0
COc1ccc(S(=O)(=O)Nc2ccc(F)cc2)c(C)c1C	x	7	1	93	4	12	-2	5	1462	x	-1.1
CCOC(=O)c1cc(NC(=O)SCC(=O)O)c(C)nc1C	x	-3	3	105	-1	-2	0	13	1367	0.28	-0.7
CN(C(=O)COc1ccccc1)c1nnc(-c2cccnc2)s1	3	7	-3	100	-2	4	11	-5	1459	x	-0.5
Cc1ccc(NC(=S)N2CCN(Cc3ccc4c(c3)OCO4)CC2)c(C)c1	x	1	2	93	16	12	13	-11	1590	x	x
C/C(=N\NC(=O)C(C)n1nc(C)c([N+](=O)[O-])c1C)c1ccccc1O (stereo not drawn)	0	4	6	95	3	6	3	3	1597	-0.18	1.8

Overlap with the part before: 2 entries, followed by the next part.
SMILES	S1P3 antagonist	PPARg SRC-1 ag	PPARg SRC2 recr	STAT3 act	STAT1 inh	STAT3 inh	PPARg SRC-3 ag	TLR4 MyD88 comp	SRC2 TRFRET art	ROMK mod	RAM inhibit
Cc1ccc(NC(=S)N2CCN(Cc3ccc4c(c3)OCO4)CC2)c(C)c1	x	1	2	93	16	12	13	-11	1590	x	x
C/C(=N\NC(=O)C(C)n1nc(C)c([N+](=O)[O-])c1C)c1ccccc1O (stereo not drawn)	0	4	6	95	3	6	3	3	1597	-0.18	1.8
CCOC(=O)CC1C(=O)NCCN1Cc1cccs1 (stereo not drawn)	-14	3	1	103	-3	1	1	13	1419	0.012	1.5
CCOC(=O)c1cccc(NC(=O)/C=C/c2ccc([N+](=O)[O-])cc2)c1	-1	-9	-8	90	3	10	0	-10	1387	0.41	7.7
CCCCn1c(=O)[nH]c(=O)c2c1nc(-c1cc3c(cc1Br)OCO3)n2C	-14	-2	1	98	-2	10	-4	-9	1556	-0.26	3.1
C[C@H]1CC[C@H]2C(=O)N[C@H](Cc3ccccc3)C(=O)N2[C@@H]1c1ccccc1	-5	-1	4	97	1	1	-3	6	1450	0.27	1.4
CC(=O)c1cccc(NC(=O)c2ccc(C(=O)Nc3cccc(C(C)=O)c3)nc2)c1	-25	-7	-3	106	2	-3	-1	-1	1251	0.61	3.9
CS(=O)(=O)Nc1ccc(Br)cc1C(=O)c1ccccc1	x	-2	8	102	2	3	-2	-1	1545	-1.3	-0.6
CNS(=O)(=O)c1cnccc1N1CCN(c2cccc(C(F)(F)F)c2)CC1	x	2	4	101	10	2	2	1	1446	x	0.1
COCCNCC(=O)N1CCCCCC1	-9	1	3	94	0	15	1	10	1743	0.017	0.4
CCOC(=O)N1CCC(N(CCN(C)C)C(=S)Nc2ccccc2C)CC1	-2	2	-1	104	-4	-4	2	-6	1376	x	0.8
CC(=O)Nc1ccc(S(=O)(=O)NCc2ccc(C)cc2)cc1	x	1	7	92	9	11	-1	7	1521	0.087	0.9
COc1cccc(-n2c(SCC(=O)Nc3sc4c(c3C(N)=O)CCC4)nc3ccccc3c2=O)c1	x	6	5	99	0	9	5	13	1401	1.8	4.1
COC(=O)c1ccc(C(=O)OC)c(NC(=O)CS(=O)(=O)Cc2ccccc2)c1	x	-2	8	96	1	16	-1	15	1758	x	-0.1
O=C1c2ccccc2C(=O)N1Cc1ccc2c(c1)OCO2	-14	-6	-6	103	3	0	-7	8	1414	0.12	2.2
CC1(C)Cc2c(c(-c3ccccc3)[nH]c(=O)c2C#N)CO1	2	-2	-2	117	-1	-10	-8	-13	1454	x	0.3
COC(=O)c1[nH]nc(C(=O)OC(C)(C)C)c1-c1ccccc1	1	3	4	98	21	6	3	4	1599	-0.97	0.4
CC1CN(C(=O)C(Sc2ccccc2)c2ccccc2)CC(C)O1 (stereo not drawn)	5	5	5	95	-9	11	0	-8	1657	x	0.2
c1ccc(N2CCN(c3ncccn3)CC2)cc1	x	-3	0	95	-10	7	-13	-3	1492	x	1.0
CCNc1c(N)c(=O)oc2ccccc12	-5	1	-4	99	11	4	-7	2	1531	-0.036	2.5
COc1cc(/C=N/Nc2ccc(F)cc2F)cc(OC)c1OC	10	2	0	104	0	1	-1	-5	1492	x	-0.6
Cc1cc(C)c(C#N)c(SCc2ccccc2C)n1	-11	5	2	89	-4	20	2	9	1496	0.77	1.2
C#CCSc1nc2ccccc2n1C(=O)c1ccc(S(=O)(=O)N2CCCCC2)cc1	1	0	-8	94	5	5	-5	-10	1409	-0.72	-1.2
Cc1cc(C)nc(CC(N)=O)n1	x	-1	7	98	4	6	0	-15	1543	1	-0.9
Cc1ccc(O)c(C(CC(=O)NCc2cccnc2)c2ccccc2)c1 (stereo not drawn)	-21	-2	1	92	5	9	3	2	1492	0.029	1.4
COc1cc2c(C#N)c(N3CCCCC3)nc(N)c2c(N)n1	-34	10	5	98	-30	8	3	3	1608	x	-0.4
COc1cc(C(=O)Nc2nc(-c3cc(C)ccc3C)c(C)s2)ccc1OCC(=O)Nc1ccc(F)cc1	10	13	6	96	4	4	3	-19	1601	0.13	3.3
COc1ccccc1NC(=O)CN(Cc1ccco1)C(=O)c1ccc(Cl)nc1	-17	11	12	102	-3	5	1	-22	1921	-0.39	3.9
CSc1nsc(SC)c1C(=O)O	-5	-2	6	99	3	8	1	1	1647	-0.058	0.7
Cc1cc(C)n(-c2nc(C)nc3sc4c(c23)CCC(C)C4)n1 (stereo not drawn)	-8	-2	10	99	3	5	0	9	1626	x	0.1
O=C(COC(=O)c1cc(NS(=O)(=O)c2cccs2)ccc1O)Nc1cc(Cl)ccc1Cl	4	-2	6	108	-11	-5	2	-8	1427	0.34	0.6
CCC(=O)Oc1ccc(C(=O)Nc2c[nH]c(=O)[nH]c2=O)cc1	6	-8	-16	107	4	-5	1	4	1565	1	2.3
CCN(CC)S(=O)(=O)c1ccc(NC(=O)c2cccs2)cc1	3	5	-4	104	-15	2	-1	-6	1401	0.96	0.6
COc1ccccc1N1CCN(C(=O)c2ccccc2Oc2ccccc2)CC1	14	0	8	98	8	10	17	-11	1532	-1.1	-0.3
Cc1occc1-c1nnc(SCC(=O)N2CCCc3ccccc32)n1Cc1ccco1	-32	-4	-9	101	1	3	-7	-9	1511	-0.13	3.0
O=C(Nc1ccc(F)cc1)N1CCOCC1	-2	-5	-5	105	-5	-1	-2	-5	1520	-0.32	1.6
Cc1csc(NC(=O)C2CCCN(S(=O)(=O)c3ccc4c(c3)oc(=O)n4C)C2)n1 (stereo not drawn)	x	4	12	88	8	20	-2	-1	1667	x	0.6
CC(C)OC(=O)c1sc2nc(-c3ccccc3)ccc2c1N	x	4	11	56	-13	61*	9	49*	1644	x	4.0
COC(=O)C(C)(C(=O)OC)c1ccc(C(F)(F)F)cc1[N+](=O)[O-]	-7	-1	0	106	-2	-2	-1	3	1375	-0.66	2.0
CC(=O)c1c(C)[nH]c(C(=O)OCc2c(F)cccc2Cl)c1C	6	-7	2	69	24	41	-5	-19	1436	-0.16	1.8
Cn1cc(S(=O)(=O)N2CCN(C(=O)c3ccco3)CC2)c(=O)n(C)c1=O	-17	4	3	103	6	6	6	2	1485	x	-0.9
Cc1cc(C)c2nc(SCC#N)cc(C)c2c1	-37	8	5	101	-3	4	5	-7	1548	x	1.3
Cc1cc(C)nc(N2CCC(C(=O)NCCc3ccccc3)CC2)n1	7	2	2	97	-5	3	1	-8	1468	x	0.9
Cc1ccc(C)c2[nH]c(=O)c(CCNC(=O)CC(C)(C)C)cc12	-33	1	4	87	-1	21	0	0	1558	x	4.1
S=C(Nc1ccccc1)N1CCN(C(=S)Nc2ccccc2)CC1	-15	0	2	98	9	8	5	-4	1829	-13*	3.6
O=C(c1ccccc1)N1CCN(C2CCCCC2)CC1	x	-2	7	101	-5	0	-12	0	1575	0.13	0.1
Oc1ccc(C=Nc2ccccc2-c2nc3ccccc3[nH]2)cc1	2	-7	3	100	-22	-5	2	-9	1452	x	-0.8
Cc1noc(C)c1COC(=O)CCCc1c[nH]c2ccccc12	5	4	6	134*	14	-32	2	-5	1628	x	4.9
Cc1ccc(NC(=O)c2cncc(Br)c2)c(O)c1	-8	7	1	121	-15	-25	-1	-6	1572	0.074	-0.6
O=C(Nc1ccc(Cl)cc1)[C@@H]1[C@@H]2C(=O)N(c3ccc(Cl)cc3Cl)C(=O)[C@@H]2[C@H]2C=CC=NN21	x	3	-3	111	-3	-6	-5	7	1447	-0.97	0.6
CC(C)c1ccc(NS(=O)(=O)c2ccc3[nH]cc(C(=O)N4CCC(C(N)=O)CC4)c(=O)c3c2)cc1	-52	4	-6	101	0	5	-10	10	1307	x	0.8
CC(Cl)C(=O)c1c(N)n(C)c(=O)n(C)c1=O (stereo not drawn)	x	-3	1	99	0	2	3	-9	1511	0.0029	2.5
CCCc1nc2ccccc2c(NC(=O)CN(CC)CC)c1CC	-4	-7	1	86	-1	25	1	-5	1447	-0.25	-0.9
CC(C)N1C(=O)S/C(=C/c2ccc(Sc3nc4ccccc4[nH]3)o2)C1=O	-9	13	6	86	6	15	10	-9	1703	-0.6	2.2
Cc1ccsc1CN1CCN(c2ccccn2)CC1	12	-9	-2	94	-5	13	-2	-4	1326	x	-0.4
Cc1c(F)cccc1NC(=O)CSCC(=O)Nc1ccccc1	x	4	-2	102	1	-2	1	-1	1522	-0.11	1.8
